# Screening data: PubChem BioAssay, several laboratories
# MEP2 TOR yeast – modulators of TOR pathway MEP2-GFP in S. cerevisiae | S. cerevisiae MEP2-GFP strain, flow cytometry GFP, 3 h; 100% = DMSO control level | GFP response vs DMSO, % at 10 µM | hit rate 0.51% among 330,000;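 active means GFP response versus DMSO above a set limit, roughly screen mean plus 3 SD, cut at about 180% in these data; inconclusive means fewer than 70 cells counted for a yeast strain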;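 further: median GFP fluorescence of the barcode-gated MEP2-GFP cells per well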
# LAP4-GFP MLPCN – yeast TOR pathway LAP4-GFP modulation | GFP response vs DMSO, % at 10 µM | AID 2023 | S. cerevisiae LAP4-GFP multiplex, flow cytometry GFP, 3 h; median GFP as percent of DMSO wells | hit rate 0.34% among 320,000;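 active means GFP response vs DMSO above a set limit, about the screen mean plus 3 SD, cut at about 150% in these data; inconclusive means under 70 cell events counted for the yeast strain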
# AGP1-GFP MLPCN – yeast TOR pathway AGP1-GFP modulation | S. cerevisiae AGP1-GFP multiplex flow cytometry, 3 h; GFP as percent of DMSO wells | GFP response vs DMSO, % at 10 µM | hit rate 0.02% among 320,000;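 active means GFP response relative to DMSO above a set limit, near screen average plus 3 SD, cut at about 150% in these data; inconclusive means fewer than 70 cells counted for the yeast strain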;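 further: median GFP channel fluorescence of the gated AGP1 strain per well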
# CIT2-GFP yeast – yeast TOR pathway CIT2-GFP modulation | GFP response vs DMSO, % at 10 µM | hit rate 0.065% among 320,000 | S. cerevisiae CIT2-GFP strain, flow cytometry, 3 h; 100 means same as DMSO wells;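 active means GFP response relative to DMSO above a set limit, near the screen mean plus 3 SD, cut at about 150% in these data; inconclusive means Fewer than 70 cells measured for a yeast strain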;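 further: ratio of well median GFP fluorescence to mean of DMSO wells on the plate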
# RPL19A-GFP yeast – alters RPL19A-GFP fluorescence in TOR pathway yeast screen; S. cerevisiae RPL19A-GFP strain, flow cytometry, 3 h; hits give low values; percent response vs DMSO, % at 10 µM; hit rate 0.3% among 330,000; AID 2025;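 active means percent response vs DMSO below 50%; inconclusive means fewer than 70 events counted for the yeast strain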;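 further: median channel GFP fluorescence of the barcoded RPL19A-GFP strain; ratio of sample median GFP to plate DMSO average so 100% = DMSO; lower means less RPL19A-GFP as with rapamycin TOR inhibition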
# procasp3 activ – activators of human procaspase-3; P42574; AID 463141; recombinant procaspase-3 D3A, Ac-DEVD-pNA absorbance 405 nm; hit rate 0.11% among 330,000; activation, % at 8.5 µM;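 active means activation above the mean of all tested compounds plus 3 SD, cut at about 21% in these data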;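 further: 0% = DMSO alone and 100% = DMSO wells spiked with extra 5 µM PC-3 D3A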
# Target sequence (P42574 whole entry D9A/D28A/D175A): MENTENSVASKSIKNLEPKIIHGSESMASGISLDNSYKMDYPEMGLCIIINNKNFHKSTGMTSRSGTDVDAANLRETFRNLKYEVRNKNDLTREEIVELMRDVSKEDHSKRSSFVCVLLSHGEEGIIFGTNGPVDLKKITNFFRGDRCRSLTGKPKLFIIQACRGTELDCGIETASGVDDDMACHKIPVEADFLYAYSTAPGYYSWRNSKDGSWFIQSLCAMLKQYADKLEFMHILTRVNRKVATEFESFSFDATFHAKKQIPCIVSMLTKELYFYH
#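 Test system: Procaspase-3 D3A mutant; medium: Zinc-free HEPES/NaCl buffer with 0.01% Triton X-100 at pH 7.4; reagent: DEVD-pNA substrate; doses: one concentration, 8.5 µM nominal, 0.8% DMSO; times: 1 h preincubation plus 2 h reaction at 25 °C; signal: Epi-absorbance at 405 nm of released p-nitroaniline, 0 and 120 min; replicates: singlicate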
# AHR act – activators of human aryl hydrocarbon receptor; P35869; AHR-responsive luciferase reporter cells, luminescence; activation, % at 5 µM; hit rate 2.5% among 320,000; in the data active means activation above about 47%;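 further: 0% = vehicle wells and 100% = reference agonist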
# procasp7 counter – activates human procaspase-7, counter-screen for procaspase-3 activators. P55210. activation, % at 8.5 µM. AID 463210. recombinant procaspase-7, Ac-DEVD-pNA absorbance 405 nm; D23A/D198A/D206A triple mutant, cannot self-cleave; scale: DMSO 0, 5 µM enzyme 100. hit rate 0.093% among 330,000;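 active means percent activation above the screen-wide mean plus 3 SD, cut at about 25% in these data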
# Target sequence (P55210 whole entry D23A/D198A/D206A): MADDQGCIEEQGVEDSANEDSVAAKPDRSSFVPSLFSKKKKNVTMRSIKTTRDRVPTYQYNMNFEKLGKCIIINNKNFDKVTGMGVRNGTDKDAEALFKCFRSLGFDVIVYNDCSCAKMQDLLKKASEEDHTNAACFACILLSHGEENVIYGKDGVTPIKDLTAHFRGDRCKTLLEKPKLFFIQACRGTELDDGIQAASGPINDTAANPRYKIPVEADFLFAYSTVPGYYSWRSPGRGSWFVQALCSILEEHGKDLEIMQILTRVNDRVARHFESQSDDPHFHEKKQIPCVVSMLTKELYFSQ
#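 buffer or medium = Zinc-free HEPES/NaCl buffer, pH 7.4 | material = Procaspase-7 triple mutant (PC-7 D3A) | input = 2 µM procaspase-7 mutant as dispensed | signal = Epi-absorbance of released pNA at 405 nm, two timepoints | timing = 1 h preincubation, 2 h reaction | replicates = singlicate compound testing | evaluation = % activation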
# * = called active by the depositor; ? = inconclusive; · = no result given; [ ] = another dose, or the depositor's remark.
SMILES,MEP2 TOR yeast,LAP4-GFP MLPCN,AGP1-GFP MLPCN,CIT2-GFP yeast,RPL19A-GFP yeast,procasp3 activ,AHR act,procasp7 counter
O=C(OCCCOC(=O)c1cc[n+]([O-])cc1)c1cc[n+]([O-])cc1,102,95,100,103,102,-2,5,-7
CN1C(=O)SC(Nc2ccccc2)C1=O (configuration not stated),91,84,87,87,90,-17,5,-17
Cc1cc(N2CCOCC2)nc2cc(O)ccc12,84,81,94,97,97,0,14,4
O=c1[nH]c(=O)c2ncc(-c3ccc(Cl)cc3)nc2[nH]1,101,96,94,89,92,10,2,17
COc1ccc(NC(=O)c2cc3ccccc3o/c2=N\NS(=O)(=O)c2ccc(C)cc2)cc1,112,88,101,109,101,4,0,11
CCOC(=O)c1cnc2ccc(OC)cc2c1NCc1ccccc1,103,97,99,101,102,2,2,8
COc1ccc(C(=O)OCC(=O)NC2CC2)cc1S(=O)(=O)N1CCOCC1,101,110,106,98,100,10,-1,4
N#C/C(=C\c1ccc(/C=C(/C#N)c2nn(CCO)c(N)c2C#N)cc1)c1nn(CCO)c(N)c1C#N,100,98,100,95,100,6,7,0
COc1cc(NC(=O)Nc2ccc3c(c2)OCO3)cc(OC)c1OC,98,91,97,102,98,-3,76*,-15
CCOC(=O)c1c(S(=O)(=O)NCC(=O)Nc2cccc(C)c2)c(C)n(C)c1C,99,92,97,105,96,-8,7,8
COc1ccc2sc(-c3ccc(SC)cc3)c(C#CCO)c2c1,96,90,97,97,103,7,85*,10
COc1ccc(C2(c3ccc(OC)cc3)NC(=O)N(Cn3nnc4ccccc4c3=O)C2=O)cc1,96,89,95,98,99,-4,-1,-1
O=C(Cc1ccc([N+](=O)[O-])cc1)N/N=C/c1cccnc1,96,106,111,98,93,4,1,7
COC(=O)Cc1n[nH]c(=S)[nH]c1=O,95,94,100,88,93,-3,1,-8
CC(C)(C)c1cc(NC(=O)NN2CCOCC2)nn1-c1c(Cl)cc(Cl)cc1Cl,106,110,108,100,100,-10,-2,-1
CCc1ccc2oc(C(=O)NCc3ccncc3)c(C)c2c1,94,91,84,93,92,2,15,-3
COc1cc(/C=C/C(=O)c2ccc(Cl)s2)cc(OC)c1O,101,109,89,88,98,-19,1,-23
COc1ccc(CN(C)C(=O)/C=C/c2ccc(S(=O)(=O)N3CCCCCC3)cc2)cc1,102,106,105,98,101,-6,2,5
Cc1ccc(NC(=O)Nc2ccc(Cl)c(Cl)c2)nc1,107,101,96,98,101,-5,12,-2
COc1cccc(NC(=O)CN(C)C(=O)c2oc3c(ccc4ccccc43)c2C)c1,109,106,108,94,96,0,10,-2
COC(=O)c1cc(=O)cc(C(=O)OC)o1,103,104,·,101,99,3,0,-2
CC1CCN(C(=O)C2CCN(S(=O)(=O)c3cccc4nonc34)CC2)CC1,102,96,103,95,98,3,-3,8
COc1cc(CCCN2C(=O)C(=O)NC[C@@H]2C(C)O)cc(OC)c1OC (some centres not stated),96,100,87,81,101,7,2,-1
COC(=O)c1ccccc1C(=O)N1CCC(CCC(=O)NC2CC2)CC1,114,101,105,109,106,-1,0,4
COc1cccc(C(C)NC(=O)c2ccncc2)c1 (configuration not stated),115,106,113,108,100,10,-2,-4
CCOc1ccc(CN(C)C(=O)CCc2ccc(S(=O)(=O)N3CCCCCC3)cc2)cc1,98,101,105,100,96,1,0,-1
CCOc1c(Br)cc(C2CC(=O)Nc3cc(OC)c(OC)cc32)cc1OC (configuration not stated),134,90,93,121,109,7,2,0
O=C(COC(=O)CCc1c[nH]c2ccccc12)NCc1ccccc1,96[may fluoresce red],83[may fluoresce red],99[may fluoresce red],108[may fluoresce red],?,2,2,0
CCOC(=O)Cn1c(C)nc2c(C(=O)OCC)sc(C)c2c1=O,101,107,104,97,105,-1,4,-4
O=C(NC(=S)NCc1ccco1)c1ccc([N+](=O)[O-])cc1,93,96,100,94,97,1,6,-10

# Some of these compounds in order of molar mass, descending.
SMILES,MEP2 TOR yeast,LAP4-GFP MLPCN,AGP1-GFP MLPCN,CIT2-GFP yeast,RPL19A-GFP yeast,procasp3 activ,AHR act,procasp7 counter
COc1ccc(CN(C)C(=O)/C=C/c2ccc(S(=O)(=O)N3CCCCCC3)cc2)cc1,102,106,105,98,101,-6,2,5
CC1CCN(C(=O)C2CCN(S(=O)(=O)c3cccc4nonc34)CC2)CC1,102,96,103,95,98,3,-3,8
COc1ccc2sc(-c3ccc(SC)cc3)c(C#CCO)c2c1,96,90,97,97,103,7,85*,10

# Next section
SMILES,MEP2 TOR yeast,LAP4-GFP MLPCN,AGP1-GFP MLPCN,CIT2-GFP yeast,RPL19A-GFP yeast,procasp3 activ,AHR act,procasp7 counter
Cc1cc(-c2nc3cccnc3s2)ccc1NS(=O)(=O)c1ccc2c(c1)OCCO2,99,102,89,95,94,6,48*,7
Cc1[nH]c2ccccc2c1/C=C/C(=O)c1ccccc1,98,87,88,79,98,-6,129*,-19
COc1ccccc1C(=O)OCc1c(F)cccc1Cl,100,98,99,100,95,3,1,-8
CC(CNS(=O)(=O)c1cc(Cl)ccc1Cl)CN(C)C (configuration not stated),105,105,96,90,93,12,2,-44
O=c1[nH]c(CSc2ncc(C(F)(F)F)cc2Cl)nc2ccccc12,101,98,97,93,100,8,4,2
Cc1occc1-c1nnc(SCC(=O)NC2CCC(C)CC2)o1 (configuration not stated),93,105,96,93,94,0,-1,7
CS/C(=N\S(=O)(=O)c1ccc(N)cc1)NS(=O)(=O)c1cccs1,107,101,28,110,101,6,0,9
O=[N+]([O-])c1ccc(CCNc2cccc3ccccc23)c([N+](=O)[O-])c1,100,93,92,98,98,-3,25,4
Cc1ccc(C2NC(=O)c3ccccc3O2)cc1 (configuration not stated),99,95,92,93,102,-4,-2,2
CN1CCc2c(sc3nc(SCC(=O)N4CCCCC4)n(-c4ccccc4)c(=O)c23)C1,105,100,100,96,101,-2,1,1
CCOC(=O)CC1C(=O)NCCN1C(=O)c1c(Cl)cccc1Cl (configuration not stated),97,107,106,107,94,-4,1,-7
CC1=C(CC(=O)O)c2cc(F)ccc2/C1=C\c1ccc(S(C)=O)cc1 (configuration not stated),98,135,86,82,100,7,3,-7
CCOc1ccc(CC(=O)NC2CCN(Cc3ccccc3)CC2)cc1,103,87,101,102,103,2,5,0
Cc1ccc(C)c(-c2nnc(NC(=O)C3=COCCO3)o2)c1,89,99,92,82,87,12,8,4
O=C(CCc1ccccc1)NC(NC(=S)Nc1ccc(Br)cc1)C(Cl)(Cl)Cl (configuration not stated),102,98,104,101,98,6,0,4
CCOc1cccc(-c2nnc(SCC(=O)Nc3cc(C)ccc3OC)n2N)c1,98,92,99,97,99,-3,9,-7
NC(=O)CSc1nc2ccccc2c(=O)n1Cc1ccco1,94,97,99,111,102,-1,4,4
CC(C)(C)C(=O)C1=C(O)C(=O)N(c2ccccc2)C1c1ccccc1 (configuration not stated),97,94,91,94,98,12,0,15
COc1ccc(Oc2nc(-c3ccccc3)ncc2C(=O)O)cc1,106,101,105,108,99,5,-1,6
CCCCNC(=S)NNC(=O)c1csc(C(C)C)c1,106,97,100,86,98,-6,2,-2
C=C(C)CC1N(c2cccc(OC)c2)C(=O)C2C(C(=O)O)C3C=CC21O3 (configuration not stated),107,104,110,106,102,7,4,3
O=C(Nc1cccc(S(=O)(=O)NC2=NCCC2)c1)c1ccccc1OC(F)F,96,97,106,103,103,-5,1,8
COc1cccc(C2CC(c3ccc(C)cc3)=NN2C(=O)c2ccccc2F)c1OC (configuration not stated),112,90,96,106,105,5,4,0
Cc1ccc(OCC(=O)NNC(=O)Cc2ccc(S(=O)(=O)N3CCOCC3)s2)cc1,100,91,95,91,94,5,0,1
O=C1CC(N2CCN(c3ccc(F)cc3)CC2)C(=O)N1c1ccc(F)cc1 (configuration not stated),106,95,100,103,104,-20,-2,-4
O=C1C(c2cc(=O)c3ccccc3[nH]2)=C(O)c2ccccc21,98,94,102,103,106,4,167*,0
O=C(c1cc2c(=O)n3ccccc3nc2s1)N1CCN(Cc2ccc3c(c2)OCO3)CC1,102,109,100,106,108,0,7,3
COc1ccc(OCCC(=O)N2CCOCC2)cc1,102,110,109,102,100,-4,1,-2
COc1ccccc1NC(=O)Nc1ccc(CC#N)cc1,103,110,106,100,99,-10,6,-6
COc1c(F)c(F)c(C(=O)Nc2ccc(NC(=O)Cc3ccccc3)cc2)c(F)c1F,108,102,105,106,101,8,-1,3
Cc1nn(Cc2ccccc2)c(C)c1/C=N/NC(=O)c1cccnc1,101,97,103,101,101,9,71*,-1
CCN(CC)c1nc(OCCNC(=O)Nc2ccccc2)nc(N(CC)CC)n1,98,93,96,98,95,-6,2,-4
Cc1cccc(/C=N/n2c(C)nnc2C)c1,101,109,114,101,106,5,1,0
C=CCSc1nnc(-c2ccccc2N=Cc2c(C)[nH]n(-c3ccccc3)c2=O)c(=O)[nH]1,97,96,99,98,100,-13,24,-13
CC(=O)N1c2ccccc2S(=O)(=O)c2ccccc21,98,121,87,84,98,-10,4,13
O=C(O)c1ccc2c3c(cccc13)C(=O)N(c1ccccc1)C2=O,97,104,106,104,97,-10,4,7
O=C(Cc1ccccc1F)OCN1C(=O)c2ccccc2C1=O,93,90,90,·,106,5,5,-8
CN(c1ccc(C(=O)N2CCOCC2)cc1)S(=O)(=O)c1cccs1,111,100,99,107,107,1,2,6
O=C1CCN(S(=O)(=O)c2ccc(Cl)cc2)N1,132[may fluoresce violet],107[may fluoresce violet],32[may fluoresce violet],?,90[may fluoresce violet],-2,1,2
CC(=O)c1cccc(NC(=O)N2CCCC2C(=O)NC2CCCC2)c1 (configuration not stated),106,93,106,103,103,-8,3,-7
O=C1CCc2cc(NS(=O)(=O)c3ccc(F)cc3)cc3c2N1CCC3,113,115,106,94,97,8,5,9
CN(CC(=O)Nc1ccccc1Cl)C(=O)COC(=O)/C=C/c1ccc(C(F)(F)F)cc1,87,86,94,97,102,2,3,11
Cc1sc2ncnc(SCC(=O)N3CCC(c4noc5ccc(F)cc45)CC3)c2c1C,100,99,97,96,98,0,0,3
COc1cc(NCC(=O)Nc2cccc(S(=O)(=O)N3CCCCC3)c2)cc(OC)c1OC,104,100,99,96,97,9,3,-12
COc1ccc(NC(=S)NNC(=O)c2nnn(-c3ccccc3)c2C)cc1,84,92,98,119,105,-10,-1,-20
COc1ccc(C2C(C(=O)c3ccc(C)o3)=C(O)C(=O)N2Cc2ccco2)cc1OC (configuration not stated),99,106,107,94,95,-2,3,-47
CCCCCCn1cc(C(=O)O)c(=O)c2cc(F)c(N3CCN(C(=O)OCC)CC3)cc21,91,95,102,103,101,2,-1,0
O=C(Cc1c(F)cccc1Cl)NNC(=O)c1ccncc1,93,88,93,92,99,-4,1,5
CCOC(=O)C1CCCN(S(=O)(=O)c2ccc(Br)s2)C1 (configuration not stated),93,109,94,89,92,1,0,-5
CCOC(=O)C1CCN(C(=O)c2cc3cc(Br)ccc3oc2=O)CC1,102,92,100,110,106,-1,7,-2
